Screening results (PubChem)
KB-3-1 cytotox = kills parental KB-3-1 adenocarcinoma cells. KB-3-1 viability, CellTiter-Glo ATP luminescence, 72 h. Potency, µM (highest dose often 46.1 µM), for inactives: at the highest dose activity change, negative = cytotoxic, usual class: cytotoxic. 1.4% of 400,000 active; also: potency is read from the fitted curve at half-maximal effect; % is scaled to controls: 0 for no effect and ±100 for the full control effect; nearly all actives have a fitted effect of over 60% in size
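Luminescent ATP read-out (CellTiter-Glo) measures survival of drug-naive KB-3-1 cells after 72 h compound exposure at 37 °C. Titration series was screened from lowest to highest concentration, with DMSO vehicle plates as background controls.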
HT1080-NT tox = kills 2HG-producing HT-1080-NT fibrosarcoma cells. 1.6% of 360,000 active. Potency, µM (doses to about 46.1 µM), for inactives: at the highest dose activity, negative = less viability, most hits filed as cytotoxic. AID 686970. HT-1080-NT fibrosarcoma viability, CellTiter-Glo ATP luminescence, 48 h;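 also: NT is the 2HG producing partner of a matched IDH1 knockdown line; potency is read from the fitted curve at half-maximal effect; 0% = DMSO-treated cells and -100% = media-only wells without cells; nearly all actives have a fitted effect of over 55% in size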
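Viability by CellTiter-Glo luminescence after 48 h compound exposure at 37C of HT-1080-NT cells (750/well, RPMI, 5% FBS). % activity scaled between DMSO wells and medium-only wells, then curve-fitted and categorized by curve class.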
HT1080 IDH1KD tx = kills HT-1080 cells with IDH1 knockdown | HT-1080 IDH1 knockdown viability, ATP luminescence, 48 h | Potency, µM (series often up to 46.1 µM), without a hit: at the highest dose activity, negative = toxicity, most hits filed as cytotoxic | 2% of 360,000 active | AID 686971;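 also: potency is read from the fitted curve at half-maximal effect; 0% = DMSO wells and -100% = cell-free medium wells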
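Assay cells: HT-1080 with IDH1 knockdown, 750 per well, RPMI/5% FBS. Exposure: 48 h at 37 °C following 2 h pre-incubation. Read: CellTiter-Glo luminescence; fitted concentration-response, curve class assigned.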
MCF10A rerep = DNA re-replication induction in MCF 10a cells; 2.9% of 350,000 active; MCF 10A DNA re-replication, Hoechst nuclear intensity, 48 h; Potency, µM (titrated, usually from 46.1 µM), for the others: at the top dose activity, positive = re-replication, hits mostly activators; also: potency is read from the fitted curve at half-maximal effect; % of control where 0% means no effect; nearly all actives have a fitted effect of over 50% in size
S2 tox = cell viability loss in ATXN counter-screen. S2 cells (HEK-293 line with an ATXN2-luciferase reporter) viability, CellTiter-Fluor protease fluorescence, 24 h. Potency, µM (top dose mostly 56.7 µM), actives largely listed as cytotoxic. 0.49% of 400,000 active. AID 651635; also: potency is read from the fitted curve at half-maximal effect; nearly all actives have a fitted effect of over 40% in size
KB-V1 cytotox = KB-V1 MDR subline cytotoxicity. KB-V1 MDR cells viability, CellTiter-Glo, 72 h. Potency, µM (series often up to 46.1 µM), for the others: at the top dose activity change, negative = cytotoxicity, hits mostly cytotoxic. 3.4% of 400,000 active; also: potency is read from the fitted curve at half-maximal effect; % is scaled to controls: 0 for no effect and ±100 for the full control effect; nearly all actives have a fitted effect of over 60% in size
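Drug-selected KB-V1 cells, grown in DMEM lacking phenol red with 10% FBS, receive compound titrations; after three days at 37 degrees C, surviving cell ATP is quantified by CellTiter-Glo luminescence and responses normalized and curve-fitted.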
SW480 rereplic = inducers of DNA re-replication in SW480 colon cancer cells; SW480 DNA re-replication, Hoechst DNA content imaging, 48 h; Potency, µM (top dose mostly 46.1 µM), without a hit: top-dose re-replication activation, actives largely listed as activators; 1.8% of 340,000 active; also: potency is read from the fitted curve at half-maximal effect; % of control where 0% means no effect; nearly all actives have a fitted effect of over 55% in size
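SW480 cells exposed to compounds for 48 hr at 37 C, 5% CO2, then Hoechst-stained 40 min. Nuclear DNA content imaged by fluorescence scanning (405 nm excitation, 500-530 nm emission); re-replication scored as increased high-intensity nuclei.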
ATXN2 expr inh = ATXN2 expression inhibition; HEK-293 ATXN2-luciferase reporter, luminescence, 24 h; Potency, µM (top dose mostly 57 µM), inactives show top-dose activity change, negative = inhibition, most hits filed as inhibitors; 0.72% of 360,000 active; also: potency is read from the fitted curve at half-maximal effect; % is scaled to controls: 0 for no effect and ±100 for the full control effect; nearly all actives have a fitted effect of over 55% in size
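qHTS (up to 57 uM final) was run with 24 h compound exposure of reporter cells at 37 °C. Each well was multiplexed: SteadyGlo luminescence measured ATXN2-luciferase expression after a fluorogenic Gly-Phe-AFC viability readout (25 uM final).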
IL-1B inflam inh = blocks inflammasome-driven IL-1 beta release | THP-1 LPS/ATP IL-1B secretion, AlphaLISA, 16 h; active compounds read low | activity change, % at 57.5 µM | 4.7% of 360,000 active | AID 743279; in the data active = activity change below about -50%; inconclusive = mostly about -30% to -49%; also: % is scaled to controls: 0 for no effect and ±100 for the full control effect
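Secreted IL-1B measured by AlphaLISA bead assay after 16 h compound exposure of THP-1 cells; compounds (final up to 57.5 uM) added 1 h before LPS (250 ng/mL) and ATP (1.25 mM) stimulation; lower signal means less secretion.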
Active calls of the source: *; i = inactive; ? = inconclusive; . = no result given; & = joins results of further samples; [ ] = another dose, or the depositor's remark. Unless noted, calls follow the shape of the dose curve; as a rule, active = well fitted curve in the direction sought with a large enough effect; inconclusive = small, poorly fitted or top-dose-only effect, or another doubt; inactive = no such curve, though single readings can be large; an effect the other way counts as inactive or inconclusive. An unsorted share of the library, and some 11% of all compounds hit somewhere here.

Under each structure – S2 tox, HT1080 IDH1KD tx, KB-3-1 cytotox, MCF10A rerep, KB-V1 cytotox, ATXN2 expr inh, HT1080-NT tox, IL-1B inflam inh, SW480 rereplic
CCCCCCCC1(C)NC(=O)N(c2ccccc2)N1 (stereo not drawn)
 : i, -17%, -13%, ?, -1%, -30%, 0%, -6, 9%
CCn1cc([N+](=O)[O-])c(C(=O)N2N=C(c3ccc(Cl)c(Cl)c3)CC2c2ccccc2O)n1 (stereo not drawn)
 : ., ?, ?, ?, ?, ?, 23µM*, -85*, ?
C/C(=C\C(=O)c1ccc(Br)cc1)N1CCCCC1
 : i, -10%, 0%, 10%, 7%, 3%, 0%, -22, 16%
Cc1cccc(C(=O)Nc2ccccc2SCc2cc(=O)c3cccc(C)c3[nH]2)c1
 : ?, ., 13%, ., 7%, -10%, ., ., .
COCCN(C(=O)CSCc1ccccc1)c1c(N)n(Cc2ccccc2)c(=O)[nH]c1=O
 : i, 6%, 13%, 0%, -1%, 1%, 2%, 4, 0%
COc1ccccc1C1=NOC(COC(=O)c2ccc(Br)cc2)C1 (stereo not drawn)
 : i, 0%, 2%, 10%, ?, 126%[activator], 4%, 32, -9%
N/C(=N\OC(=O)CCCOc1ccc(Cl)cc1Cl)c1ccccn1
 : i, -5%, ?, -1%, -21%, -10%, -7%, -6, -1%
COc1ccc(OC)c(-c2csc(N(C)C(=O)c3ccco3)n2)c1
 : 35µM*, 0%, 9%, ?, 21%, -19%, 1%, -23, -7%
O=C(COC(=O)/C=C/c1ccc(Cl)cc1Cl)Nc1cccc(S(=O)(=O)NC2=NCCC2)c1
 : i, 10%, ?, ., 26%, ., 14%, -10, .
Cc1cc([N+](=O)[O-])nn1CC(=O)N/N=C/c1ccccc1O
 : ?, ?, -12%, 5%, -1%, ., ?, 192, ?
CCOC(=O)c1ccc(NC(=O)CNS(=O)(=O)c2ccccc2)cc1
 : i, 6%[9.24 µM], 13%, 1%, -3%, 1%, 6%, -5, 1%
COc1ccc(C(=O)COC(=O)CSCc2c(C)noc2C)cc1OC
 : i, -13%, 4%, 0%, 8%, -7%, 13%, 11, -20%
Cc1ccc(S(=O)(=O)Nc2ccc(S(=O)(=O)Nc3ncccn3)cc2)cc1
 : i, 4%, 11%, -1%, 0%, 3%, 0%, 19, 1%
O=C(NCc1ccc(OC(F)(F)F)cc1)C1CC(c2cccc(F)c2)=NO1 (stereo not drawn)
 : i, 1%, 3%, ?, 1%, 4%, 13%, 42, 1%
O=C(Cc1ccc(Br)cc1)N/N=C/c1ccc(-c2cccc(C(=O)O)c2)o1
 : i, -1%, 21%, 8%, 26%, 7%, -1%, 12, -68%[inhibitor]
Cc1nn(-c2ccccc2)c(C)c1CN
 : i, 9%, 4%, 1%, -4%, -10%, 6%, 15, -4%
Fc1ccc(CN2CCN(c3ncccn3)CC2)c(F)c1
 : ., 3%, 5%, 0%, -2%, ., 6%, -1, -6%
Cc1cccc(C)c1CC(=O)N1CCOCC1
 : i, 1%, 16%, -1%, 69%, -5%, 24%, 7, -4%
CCCCn1nnc(NC(=O)c2ccc([N+](=O)[O-])cc2Cl)n1
 : i, 6%, 2%, 0%, -5%, 2%, 10%, -7, -12%
Cc1ccn2c(=O)c(C(=O)NCCCN3CCCCC3C)c(O)nc2c1 (stereo not drawn)
 : i, 3%, 19%&3%, 4%, 6%&26%, -6%&10%, 16%, 6, -10%

Next part
Under each structure – S2 tox, HT1080 IDH1KD tx, KB-3-1 cytotox, MCF10A rerep, KB-V1 cytotox, ATXN2 expr inh, HT1080-NT tox, IL-1B inflam inh, SW480 rereplic
Cc1ccc2nc(SCC(=O)Nc3ccc4sc(C)nc4c3)c(C#N)cc2c1
 : i, -3%, ?, 14%, ?, -27%, 5%, -14, ?
Cn1cc(CN2CCC[C@H]2CO)c(-c2cccc(Cl)c2)n1
 : i, 5%, -1%, -1%, 13%, -5%, 4%, 5, -10%
O=C(CCc1ccccc1)NCCc1nc2ccccc2[nH]1
 : i, 14%, 8%, -1%, 20%, -17%, 17%, 0, 17%
CN1CCN(C(=O)c2cc([N+](=O)[O-])ccc2Cl)CC1
 : i, 5%, -7%, -6%, 2%, 5%, -2%, 20, 0%
CCC(=O)Nc1ccc2c(c1)nc1n2CCSC1
 : i, 10%, 25%, 4%, -18%, 25%, ?, -19, -6%
O=C(CSCc1ccccc1)Nc1cccc(C(=O)Nc2ccccc2C(=O)O)c1
 : i, ?, -7%, ?, 8%, 5%, -7%, 1, 0%
COc1cccc(-c2nc(CS(=O)CC(=O)NC3CCCC3)c(C)o2)c1 (stereo not drawn)
 : i, 0%, -7%, 3%, 12%, -6%, 1%, 3, -8%
CCCCN(CC)S(=O)(=O)c1ccc(C(=O)N=c2sc3cc(NC(C)=O)ccc3n2C)cc1
 : i, 23%, ?, 10µM*, -17%, ?, 13%, -6, 7.3µM*
CCOc1ccc(-c2noc(CSc3nnc(-c4ccccc4)n3-c3ccccc3)n2)cc1
 : i, ., -5%, ., -35%, -7%, ., ., .
Cc1ccc(C)c(NC(=O)CCN2C(=O)[C@@H]3Cc4ccccc4CN3C2=O)c1
 : i, ?, -6%, 19%, -20%, -23%, 26%, -9, -14%
CCCCCOc1ccccc1Cn1c(=O)oc2ccc(C)cc21
 : i, ., -2%, ., -11%, 4%, ., ., .
CCN(CC)CCC(c1ccc2c(c1)OCO2)c1c(O)cc(OC)cc1OC (stereo not drawn)
 : i, -15%, 2%, -14%, 1%, -9%, -6%, -26, -1%
COc1ccccc1C1=NN(C(=S)Nc2ccccc2)C(c2ccco2)C1 (stereo not drawn)
 : i, -6%, ?, 13%, 15µM*, 51%[activator], -2%, 8, ?
CCn1cc(C(=O)NCCc2ccccc2C)c(=O)c2ccc(C)nc21
 : i, 4%, 3%, 10%, -3%, 6%, 6%, -4, -22%
Cc1cc(N2CCCC2)ccc1/C=N/n1cnnc1
 : ?, -19%, ?, ?, ?, -22%, ?, -7, ?
CS(=O)(=O)N1c2ccccc2[C@]2(Br)C[C@H]3C(=O)N[C@@H](Cc4ccccc4)C(=O)N3[C@H]12
 : i, 17%, 8%, 4%, 0%, 8%, 18%, 0, 12%
Cc1ccc2cc(/C=N/NC(=O)CN3CCCCC3)c(Cl)nc2c1
 : i, 0%, 8%, 4%, -12%, ?, 19%, -7, 3%
CCn1c(-c2ccsc2)nc2c1c(=O)[nH]c(=O)n2Cc1ccccc1
 : i, 2%, -1%, -191%[0.0737 µM], -27%, -4%, 4%, -2, 101%
Nc1ccc(C(=O)N2CCN(S(=O)(=O)c3ccc(Cl)s3)CC2)cc1[N+](=O)[O-]
 : i, -1%, 11%, 8%, ?, -9%, -2%, -4, -13%
O=C(Nc1cccc2ccccc12)C12CC3CC(C1)CC(n1cnc([N+](=O)[O-])n1)(C3)C2
 : i, -9%, ?, 3%, ?, -20%, -11%, -10, ?

Given tab-delimited: entries from further up.
Molecule	S2 tox	HT1080 IDH1KD tx	KB-3-1 cytotox	MCF10A rerep	KB-V1 cytotox	ATXN2 expr inh	HT1080-NT tox	IL-1B inflam inh	SW480 rereplic
Cc1cccc(C)c1CC(=O)N1CCOCC1	i	1%	16%	-1%	69%	-5%	24%	7	-4%
CCCCn1nnc(NC(=O)c2ccc([N+](=O)[O-])cc2Cl)n1	i	6%	2%	0%	-5%	2%	10%	-7	-12%
Cc1ccn2c(=O)c(C(=O)NCCCN3CCCCC3C)c(O)nc2c1 (stereo not drawn)	i	3%	19%&3%	4%	6%&26%	-6%&10%	16%	6	-10%
Cc1ccc2nc(SCC(=O)Nc3ccc4sc(C)nc4c3)c(C#N)cc2c1	i	-3%	?	14%	?	-27%	5%	-14	?
Cn1cc(CN2CCC[C@H]2CO)c(-c2cccc(Cl)c2)n1	i	5%	-1%	-1%	13%	-5%	4%	5	-10%

(continued)
Under each structure – S2 tox, HT1080 IDH1KD tx, KB-3-1 cytotox, MCF10A rerep, KB-V1 cytotox, ATXN2 expr inh, HT1080-NT tox, IL-1B inflam inh, SW480 rereplic
COc1ccc(CN(C)c2ncnc(N)n2)cc1
 : i, -2%, 0%, -4%, 5%, 9%, -2%, 1, -12%
COc1cccc(C(C)(O)c2nc(-c3cccc(C(=O)O)c3)cs2)c1 (stereo not drawn)
 : i, 8%, 0%, ., 19%, 15%, 15%, 4, .
COc1ccc(C(=O)Nc2ccccc2)cc1S(=O)(=O)Nc1ccc(Br)cc1
 : i, ., 6%, ., -2%, -2%, ., ., .
COc1cccc(-c2nn(C)c3sc(C(=O)N4CCN(c5ccccn5)CC4)cc23)c1
 : ?, ?, -84%, ?, -81%, ?, ?, ?, ?
Cc1ccc(S(=O)(=O)N2CCC(C(=O)N3CCC[C@H]3C(=O)NCc3ccccc3)CC2)cc1
 : i, 0%, -9%, 2%, ?, 0%, -2%, 4, -17%
CCN(CC)C(=O)Cn1cc(S(=O)(=O)CC(=O)N2CCOCC2)c2ccccc21
 : i, 7%, 2%, 8%, 3%, -1%, 8%, 2, 1%
CCOC(=O)C1CCN(Cc2oc(CO)cc(=O)c2O)CC1
 : ?, 13%, 9%, -4%, ?, 15%, 7%, -3, -2%
CCCCN(C(=O)CC(c1ccccc1)c1ccccc1)c1c(N)n(CCC)c(=O)[nH]c1=O
 : i, 7%, -2%, -3%, 0%, -3%, 8%, -12, 2%
CNS(=O)(=O)c1cc(O)c2c(S(=O)(=O)NC)cccc2c1
 : i, 11%, 1%, -17%, 0%, 8%, 9%, 0, -7%
Cc1ccc(S(=O)(=O)/C(C#N)=C/c2c(N3CCN(C)CC3)nc3c(C)cccn3c2=O)cc1
 : i, -6%, -1%, -6%, -1%, -13%, -2%, 42, 3%
